Screening results from PubChem.
SKN-1 inh: blocks SKN-1 activity in C. elegans; C. elegans VP596 Pgst-4::GFP/RFP ratio, acrylamide-induced, 24 h; inhibition, % at 21.8 µM; actives 0.49% (n = 360,000); AID 624304;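 active = interference check ratio from 0.5 to 1.5 plus GFP to RFP signal ratio inhibition reaching or exceeding a fixed threshold, cut at about 30% in these data, passing the limit was not always enough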; note: some compounds called inactive have numbers as strong as hits
eLon inh: inhibits E. coli Lon protease; P0A9M0; purified E. coli Lon protease, fluorescence polarization; inhibition, % at 7.94 µM; actives 0.42% (n = 360,000); in the data active = inhibition above about 13%, passing the limit was not always enough;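 note: 0% = enzyme with probe and DMSO and 100% = no enzyme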
MT1-MMP act inh: blocks activation of human MT1-MMP; P50281; HT1080 RFP-PRO-GFP cells, GFP/RFP ratio fluorescence, overnight; percent of plate control window, DMSO zero; GFP/RFP ratio change, % at 20 µM; actives 0.061% (n = 360,000);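 active = GFP/RFP ratio change of at least 30% with cell ATP level not reduced by more than half and red fluorescence within 50% of control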; note: strong numbers were not always called active
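Material: RFP-PRO-GFP reporter HT1080 cells. Dosing: single-point 20 µM compound, 1% DMSO. Controls: DMSO and RFP-L50D-GFP cell wells. Timing: cells overnight before dosing, compound overnight, 37 °C, 5% CO2. Measure: GFP/RFP fluorescence ratio.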
bovine MsrA act: activates bovine MsrA enzyme; activation, % at 10.6 µM; actives 0.3% (n = 360,000); purified bovine MsrA, absorbance read-out; AID 602163; in the data active = activation above about 7.5%;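 note: 0% = vehicle and 100% = reference activator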
MLLE-PAM2 inh: blocks PAM2 peptide binding to the PABP1 MLLE domain | P11940 | GST-MLLE / FITC-PAM2 fluorescence polarization | inhibition, % at 20 µM | actives 0.36% (n = 360,000) | AID 588489; in the data active = inhibition above about 35%, passing the limit was not always enough;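 note: plate controls were DMSO wells with GST-MLLE for no effect and wells lacking GST-MLLE protein for full effect; some results filed as inactive read as strong as hits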
Rin1 Abl inh: human Rin1-Abl interaction inhibition | P00519+Q13671 | TR-FRET Rin1/Abl binding, biochemical | inhibition, % at 7.35 µM | actives 0.4% (n = 360,000); in the data active = inhibition above about 5%, passing the limit was not always enough
Target sequence (P00519 whole entry, looked up): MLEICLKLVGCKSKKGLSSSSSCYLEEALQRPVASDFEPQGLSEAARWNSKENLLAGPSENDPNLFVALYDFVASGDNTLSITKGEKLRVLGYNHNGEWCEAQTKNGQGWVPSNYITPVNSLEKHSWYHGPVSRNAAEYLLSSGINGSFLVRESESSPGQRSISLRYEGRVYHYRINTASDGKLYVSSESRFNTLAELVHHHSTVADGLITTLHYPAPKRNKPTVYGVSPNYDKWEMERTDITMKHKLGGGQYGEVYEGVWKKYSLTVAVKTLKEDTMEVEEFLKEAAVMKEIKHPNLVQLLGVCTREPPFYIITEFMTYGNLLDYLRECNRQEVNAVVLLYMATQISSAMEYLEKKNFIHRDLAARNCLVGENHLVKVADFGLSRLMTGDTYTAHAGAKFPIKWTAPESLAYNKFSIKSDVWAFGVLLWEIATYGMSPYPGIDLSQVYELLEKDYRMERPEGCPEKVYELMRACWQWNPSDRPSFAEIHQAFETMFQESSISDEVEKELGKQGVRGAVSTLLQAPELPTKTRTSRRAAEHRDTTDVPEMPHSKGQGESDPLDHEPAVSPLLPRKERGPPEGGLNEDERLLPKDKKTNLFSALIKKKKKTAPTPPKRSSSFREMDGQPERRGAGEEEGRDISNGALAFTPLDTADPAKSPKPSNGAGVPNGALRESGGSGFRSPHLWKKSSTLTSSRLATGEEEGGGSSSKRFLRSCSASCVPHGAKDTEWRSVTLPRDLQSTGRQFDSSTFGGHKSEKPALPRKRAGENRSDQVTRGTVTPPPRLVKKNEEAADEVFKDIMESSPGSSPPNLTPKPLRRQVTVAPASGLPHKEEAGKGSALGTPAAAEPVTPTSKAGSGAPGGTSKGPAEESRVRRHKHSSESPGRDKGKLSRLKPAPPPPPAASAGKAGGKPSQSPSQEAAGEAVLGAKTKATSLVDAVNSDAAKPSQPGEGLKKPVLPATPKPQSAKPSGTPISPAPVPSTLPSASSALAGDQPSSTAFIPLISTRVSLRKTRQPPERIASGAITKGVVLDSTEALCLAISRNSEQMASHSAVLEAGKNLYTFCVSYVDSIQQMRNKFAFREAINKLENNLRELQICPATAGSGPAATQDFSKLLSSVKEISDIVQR
Target sequence (Q13671 whole entry, looked up): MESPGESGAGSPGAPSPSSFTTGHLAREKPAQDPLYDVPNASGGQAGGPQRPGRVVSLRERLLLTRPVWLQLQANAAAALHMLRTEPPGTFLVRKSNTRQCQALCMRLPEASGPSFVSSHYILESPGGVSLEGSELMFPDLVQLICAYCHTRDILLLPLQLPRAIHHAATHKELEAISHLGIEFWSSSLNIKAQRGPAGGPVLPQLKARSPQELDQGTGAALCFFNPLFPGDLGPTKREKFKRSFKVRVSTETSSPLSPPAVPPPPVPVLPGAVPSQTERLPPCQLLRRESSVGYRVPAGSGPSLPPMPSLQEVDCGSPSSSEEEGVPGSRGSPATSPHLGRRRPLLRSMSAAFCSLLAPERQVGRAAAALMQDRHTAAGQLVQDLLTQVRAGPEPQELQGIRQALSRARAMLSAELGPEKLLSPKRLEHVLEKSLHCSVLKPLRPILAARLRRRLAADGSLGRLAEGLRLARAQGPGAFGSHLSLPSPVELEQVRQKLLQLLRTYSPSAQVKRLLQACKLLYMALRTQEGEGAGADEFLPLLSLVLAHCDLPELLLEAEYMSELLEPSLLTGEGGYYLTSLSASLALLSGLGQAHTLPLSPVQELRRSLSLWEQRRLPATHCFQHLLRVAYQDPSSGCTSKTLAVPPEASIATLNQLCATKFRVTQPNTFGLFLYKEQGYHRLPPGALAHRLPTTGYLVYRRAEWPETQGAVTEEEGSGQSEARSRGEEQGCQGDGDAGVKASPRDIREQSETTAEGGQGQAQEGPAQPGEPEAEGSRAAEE
Neddylation inh: inhibitors of human cullin neddylation | actives 0.58% (n = 360,000) | TR-FRET cullin neddylation, biochemical | AID 651699 | calls only at 25 µM; in the data active = inhibition above about 36%
FAS-TE inh: inhibitors of human fatty acid synthase thioesterase domain; inhibition, % at 15 µM; actives 0.67% (n = 360,000); P49327; recombinant FAS-TE, OMFH fluorogenic substrate, fluorescence endpoint;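 active = compounds whose normalised, plate-corrected inhibition of enzyme fluorescence in the single-dose primary screen is 50% or more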;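 note: 0% = DMSO with enzyme and 100% = substrate without enzyme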
CendR NRP1 mod: modulators of CendR peptide binding to human neuropilin-1 | O14786 | FAM-RPARPAR peptide binding to NRP-1, fluorescence polarization | inhibition, % at 25 µM | actives 0.85% (n = 360,000) | AID 602438;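 active = inhibition or corrected inhibition above about 18%, plus a signal ratio from 0.5 to 1.5, limit read from the data, passing the limit was not always enough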; note: strong numbers were not always called active
* marks the source's active call; other numbers are inactive results; i = inactive; . = no result given; & = joins results of further samples.

nr	Molecule	SKN-1 inh	eLon inh	MT1-MMP act inh	bovine MsrA act	MLLE-PAM2 inh	Rin1 Abl inh	Neddylation inh	FAS-TE inh	CendR NRP1 mod
1	COc1cc(C(=O)NCC(c2cccs2)N2CCOCC2)ccc1OCc1ccccc1 (stereo not drawn)	-15	-13	-4	-6	-6	-1	i	0	3
2	Cc1cccc(NC(=O)CSc2nc(C)c(Cc3ccccc3)c(=O)[nH]2)c1	-5	-2	7	3	3	2	i	2	-7
3	Cc1cc(=O)n2c3c(cccc13)CCC2	19	-3	-3	-2	13	3	i	-4	-4
4	COc1ccc(NC(=S)N(CCC(C)C)C2CCN(C(C)C)CC2)cc1	-4	-3	1	0	-31	3	i	-4	6
5	COC(=O)CSc1ncc(S(=O)(=O)c2ccccc2)c(=O)[nH]1	3	-4	-1	-5	15	-1	i	-1	-10
6	CCCCc1nnc(NC(=O)CC(=O)Nc2ccccc2C(=O)O)s1	-16	5	3	-8	18	3	i	-9	0
7	Cc1c(NC(=O)CSc2ccc(Cl)cc2)cccc1-c1nc2cc(Cl)ccc2o1	15	0	-3	0	-52	-1	i	7	-4
8	CC1CCN(C(=O)CSc2ccc(-c3cccc([N+](=O)[O-])c3)nn2)CC1	14	-5	-4	-1	5	-3	i	47	2
9	CC(=O)C[C@@H](O)CC(=O)[C@@H]1OC(=O)CCCCCc2ccccc21	-9	-9	1	-3	13	1	i	-11	0
10	Nc1nc(N)nc(COc2ccccc2)n1	-2	-5	-7	-5	-3	3	i	-5	11
11	CCNC(=S)N1CCC(n2cnc3ccccc32)CC1	2	-1	3	1	-121	1	i	-4	4
12	CCCCC[C@@H](C)N1C[C@@H](COCc2ccccc2)Oc2cc(N3CC[C@H](N(C)C)C3)ccc2S1(=O)=O	15	-4	1	-2	.	.	i	19	3
13	Cn1c(SCc2ccc(C(=O)Nc3nccs3)cc2)nnc1-c1ccccc1	-6	-5	3	-2	6	-4	i	-2	1
14	Cc1ccc(OCc2n[nH]c(=S)n2-c2ccccc2)cc1C	6	2	0	2	-10	4	i	0	4
15	Cc1cccc(C)c1NC(=O)CN(C)CC(=O)Nc1sc2c(c1C(N)=O)CCC2	12	-5	4	-2	-4	-3	i	-6	-15

Remaining list, next part:
nr	Molecule	SKN-1 inh	eLon inh	MT1-MMP act inh	bovine MsrA act	MLLE-PAM2 inh	Rin1 Abl inh	Neddylation inh	FAS-TE inh	CendR NRP1 mod
16	Cn1c(N)c(C(=O)c2cc(-c3ccccn3)nc3ccccc23)c(=O)[nH]c1=O	-31	1	2	-1	-2	4	i	-5	-17
17	CC(C)n1nnnc1SCC(=O)Nc1cccc(F)c1	6	-3	3	-2	3	0	i	-4	0
18	O=C(O)c1oc2ccccc2c1CSc1ccccn1	3	-6	-3	-3	17	3	i	-12	-14
19	CSCC[C@H](NC(=O)[C@@H]1Cc2ccccc2CN1)C(=O)NC(C)c1ccccc1 (stereo partly drawn)	-3	-3	-4	-5	-1	3	i	1	11
20	O=C(OCc1cccc([N+](=O)[O-])c1)c1ccc2ccccc2n1	-3	3	-7	0	5	5	i	32	-9
21	O=C(/C=C/c1ccccc1[N+](=O)[O-])Nc1ccc(S(=O)(=O)Nc2ncccn2)cc1	13	13	-2	-5	-7	0	i	-3	-3
22	CCOc1ccc(S(=O)(=O)Nc2ccc3c(c2)OCO3)c2cccnc12	-1	6	-12	-8	2	-1	i	-13	8
23	Cn1ncc(N2CCN(S(=O)(=O)c3ccc(Br)cc3)CC2)c(Cl)c1=O	4	-11	2	-10	-14	-1	i	3	4
24	COc1ccc(N2CCN(CCCn3cnc4c(OC)ncnc43)CC2)cc1	-2	6	1	2	1	-5	i	-9	-8
25	CCOC(=O)C1=C(CC)Nc2ccccc2N/C1=N\S(=O)(=O)c1ccccc1F	8	-16	5	-2	6	0	i	-2	8
26	O=C(CCCOc1ccccc1)N1CCN(S(=O)(=O)c2ccc(Cl)cc2)CC1	2	-2	3	-2	12	1	i	27	-4
27	O=C(Nc1cccc(Cl)c1N1CCOCC1)c1ccc(Br)o1	16	7	-3	-2	-5	0	i	23	10
28	CSc1ccc(C(=O)C2CCCN(C(=O)CN3CCOC3=O)C2)cc1 (stereo not drawn)	7	0	-6	-2	-4	2	i	-3	11
29	Cc1cccc2c(=O)c(-c3ccc(Cl)cc3)c(NC(=O)c3ccco3)oc12	7	13	-2	-6	-4	0	i	0	4
30	Cc1ccc(S(=O)(=O)NC(=O)NN2CCCCCC2)cc1	3	2	1	-1	-45	-3	i	1	-18

The list goes on.
nr	Molecule	SKN-1 inh	eLon inh	MT1-MMP act inh	bovine MsrA act	MLLE-PAM2 inh	Rin1 Abl inh	Neddylation inh	FAS-TE inh	CendR NRP1 mod
31	CCOc1ccc(N=C(NC#N)SCC(=O)NC2CC2)cc1	0	-19	-22	-1	8	-4	i	1	-19
32	NC(=O)C1CCN(C(=O)CNC(=O)c2ccc(F)cc2)CC1	0	1	-2	0	-6	1	i	-6	11
33	COc1cccc(-n2c(CN3CCN(c4ccc(C)cc4)C(C)C3)nc3ccc([N+](=O)[O-])cc3c2=O)c1 (stereo not drawn)	8	5	-6	-2	24	-4	i	50	7
34	O=C(OCC(=O)N1CCCc2ccccc21)c1ccccc1OC(F)F	3	-5	2	0	-8	-5	i	6	-9
35	CCOC(=O)c1ccccc1NC(=O)CN1C(=O)CCS(=O)(=O)c2ccccc21	-4	-4	4	1	3	-1	i	-3	14
36	CCCC(=O)Nc1nc(-c2ccc3c(c2)OCCO3)cs1	3	-5	-3	-1	7	0	i	10	-4
37	CCN(CC)S(=O)(=O)c1ccc(C(=O)NCC2CCCCC2)cc1	2	9	0	-4	2	1	i	6	-1
38	O=C(O)c1ccc(N2C(=O)CCCC2=O)cc1	-2	-1	-1	-3	15	-2	i	-6	7
39	COc1ccc(C(=O)NC(C)c2nc3ccccc3[nH]2)cc1OC (stereo not drawn)	1	-1	2	-3	5	8	i	-6	3
40	O=C(COn1nnc2ccc(C(F)(F)F)cc21)Nc1c(Cl)cccc1Cl	14	1	-3	3	-1	-1	i	18	2
41	Cc1cccc(/C(N)=N/OC(=O)COc2ccc(Cl)c(C)c2)c1	2	-13	2	0	-3	-1	i	4	0
42	Cc1c(NS(C)(=O)=O)cccc1-c1nc2cccnc2s1	-16	10	-7	-10	12	-2	i	-7	10
43	Cc1ccc(NC(=O)Cn2cc(C(F)(F)F)cc(Cl)c2=O)cc1Cl	-11	-5	4	-3	17	1	i	-1	6
44	OCCNC(=S)Nc1ccc2c(c1)OCCO2	1	-2	5	-2	18	3	i	-3	3
45	COc1cccc(NC(=O)C2CCCO2)c1 (stereo not drawn)	-2	-8	0	-3	-6	2	i	-6	-2

Later entries.
nr	Molecule	SKN-1 inh	eLon inh	MT1-MMP act inh	bovine MsrA act	MLLE-PAM2 inh	Rin1 Abl inh	Neddylation inh	FAS-TE inh	CendR NRP1 mod
46	COc1cccc(NC(=O)CN2C(=O)C(=O)N(C3CCCC3)C2=O)c1	-1	-14	-3	-9	-4	-1	i	-6	-6
47	CCOc1c(Cl)cc(/C=C/C(=O)N(CC)CC(=O)Nc2ccc(NC(C)=O)cc2)cc1OC	12	-13	0	0	-14	-4	i	2	13
48	CC(C)CNC(=O)CN1C(=O)NC(Cc2c[nH]c3ccccc23)C1=O (stereo not drawn)	-6	-15	3	-1	-3	-1	i	-8	0
49	CCCCOc1cc(C(=O)NCCN(CC)CC)c2ccccc2n1	10&21	0&2	-3&2	-1&-1	-8&15	-2&-5	i	2&-1	-14&3
50	Cc1ccc(-n2cc(CNC(C)c3cnn(C)c3C)c(-c3ccc(F)cc3)n2)cc1 (stereo not drawn)	2	3	-7	-2	4	-2	i	3	-4
51	CCS(=O)(=O)n1nc(-c2ccccc2)nc1NCc1ccco1	-20	4	1	-11	0	1	i	-2	-11
52	CNC(=S)Nc1ccc([N+](=O)[O-])cc1	-7	-4	-1	-7	32	2	i	-5	8
53	COC(=O)c1ccc(COC(=O)C(CCS(C)(=O)=O)N2C(=O)c3ccccc3C2=O)cc1 (stereo not drawn)	0	-6	4	-3	2	-1	i	-4	-12
54	CC1(C)CC(=O)C=C(C(=O)N2CCCC(C(=O)c3cccc(C(F)(F)F)c3)C2)O1 (stereo not drawn)	-9	18	7	-11	2	-1	i	-6	1
55	CC(=O)Nc1cccc(NC(=O)c2cc3ccccc3o2)c1	25	-8	8	-1	-11	-4	i	-4	2
56	CCC(C)(C)C1CCc2[nH]nc(C(=O)NCC3CC3)c2C1 (stereo not drawn)	9	-4	0	7	2	3	i	2	7
57	Cc1ccnc(NC(=O)c2ccc(Br)s2)c1	2	12	-5	5	1	0	i	-2	-2
58	CCC(=O)c1ccccc1OCCCn1cncn1	-7	3	-1	-7	3	-3	i	-9	-13
59	CNC(=O)OCc1nc(SSC(C)(C)C)n(C)c1COC(=O)NC	-4	0	19	-1	-34	0	i	-5	0
60	N#CC1C(=O)NC(N2CCN(c3ccccc3)CC2)=NC12CCCCC2 (stereo not drawn)	14	-5	0	0	-2	5	i	-3	9

Going on with the list.
nr	Molecule	SKN-1 inh	eLon inh	MT1-MMP act inh	bovine MsrA act	MLLE-PAM2 inh	Rin1 Abl inh	Neddylation inh	FAS-TE inh	CendR NRP1 mod
61	Cc1cccc(CSC2=CS(=O)(=O)c3ccccc3N2)c1	9	13	-1	-1	2	-1	i	7	13
62	Cc1ccc(S(=O)(=O)/C(C#N)=C/c2c(N3CC(C)OC(C)C3)nc3c(C)cccn3c2=O)cc1 (stereo not drawn)	-3	-10	-11	-12	1	-3	i	56*	-15
63	CN1C(=O)C2(c3ccccc31)c1c(oc3ccccc3c1=O)C(=O)N2CCCO (stereo not drawn)	-7	6	0	-2	2	2	i	-3	0
64	Cc1ccc(CNC(=O)CS(=O)(=O)c2cn(CC(=O)N3CCOCC3)c3ccccc23)cc1	13	-3	-2	-2	0	2	i	-4	8

A draw from above in order of length of the SMILES, lowest first:
nr	Molecule	SKN-1 inh	eLon inh	MT1-MMP act inh	bovine MsrA act	MLLE-PAM2 inh	Rin1 Abl inh	Neddylation inh	FAS-TE inh	CendR NRP1 mod
10	Nc1nc(N)nc(COc2ccccc2)n1	-2	-5	-7	-5	-3	3	i	-5	11
58	CCC(=O)c1ccccc1OCCCn1cncn1	-7	3	-1	-7	3	-3	i	-9	-13
57	Cc1ccnc(NC(=O)c2ccc(Br)s2)c1	2	12	-5	5	1	0	i	-2	-2
18	O=C(O)c1oc2ccccc2c1CSc1ccccn1	3	-6	-3	-3	17	3	i	-12	-14
38	O=C(O)c1ccc(N2C(=O)CCCC2=O)cc1	-2	-1	-1	-3	15	-2	i	-6	7
51	CCS(=O)(=O)n1nc(-c2ccccc2)nc1NCc1ccco1	-20	4	1	-11	0	1	i	-2	-11
59	CNC(=O)OCc1nc(SSC(C)(C)C)n(C)c1COC(=O)NC	-4	0	19	-1	-34	0	i	-5	0
28	CSc1ccc(C(=O)C2CCCN(C(=O)CN3CCOC3=O)C2)cc1 (stereo not drawn)	7	0	-6	-2	-4	2	i	-3	11
5	COC(=O)CSc1ncc(S(=O)(=O)c2ccccc2)c(=O)[nH]1	3	-4	-1	-5	15	-1	i	-1	-10
22	CCOc1ccc(S(=O)(=O)Nc2ccc3c(c2)OCO3)c2cccnc12	-1	6	-12	-8	2	-1	i	-13	8
48	CC(C)CNC(=O)CN1C(=O)NC(Cc2c[nH]c3ccccc23)C1=O (stereo not drawn)	-6	-15	3	-1	-3	-1	i	-8	0
23	Cn1ncc(N2CCN(S(=O)(=O)c3ccc(Br)cc3)CC2)c(Cl)c1=O	4	-11	2	-10	-14	-1	i	3	4
19	CSCC[C@H](NC(=O)[C@@H]1Cc2ccccc2CN1)C(=O)NC(C)c1ccccc1 (stereo partly drawn)	-3	-3	-4	-5	-1	3	i	1	11
33	COc1cccc(-n2c(CN3CCN(c4ccc(C)cc4)C(C)C3)nc3ccc([N+](=O)[O-])cc3c2=O)c1 (stereo not drawn)	8	5	-6	-2	24	-4	i	50	7
